CHRM4 antagonist = antagonists of human muscarinic M4 receptor (CHRM4). P08173. CHO-hM4 cells, ACh EC80, Fluo-8 calcium fluorescence. inhibition, % at 3 µM. hit rate 0.73% among 360,000. AID 624125;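 active means inhibition above its plate's cutoff, the mean inhibition of sample wells plus 3 SD, cut at about 27% in these data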;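 further: 0% = acetylcholine EC80 with DMSO and 100% = DMSO without agonist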
Target sequence (P08173 whole entry, looked up): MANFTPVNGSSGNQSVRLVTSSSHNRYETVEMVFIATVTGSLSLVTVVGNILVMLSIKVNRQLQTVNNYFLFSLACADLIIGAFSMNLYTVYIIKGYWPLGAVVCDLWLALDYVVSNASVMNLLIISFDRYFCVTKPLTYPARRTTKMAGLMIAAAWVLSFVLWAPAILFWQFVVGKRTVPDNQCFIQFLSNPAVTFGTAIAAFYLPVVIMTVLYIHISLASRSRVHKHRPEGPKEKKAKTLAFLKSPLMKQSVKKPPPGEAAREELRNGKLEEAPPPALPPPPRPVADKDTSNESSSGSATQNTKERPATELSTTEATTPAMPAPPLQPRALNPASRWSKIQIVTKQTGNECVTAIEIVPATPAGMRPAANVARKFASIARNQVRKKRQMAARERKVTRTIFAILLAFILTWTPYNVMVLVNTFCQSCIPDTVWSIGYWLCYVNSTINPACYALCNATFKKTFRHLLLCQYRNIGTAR
M1 PAM = human CHRM1 positive allosteric modulation; CHO-K1 hM1, Fluo-8 calcium fluorescence, ACh EC20; 0% = ACh EC20, 100% = maximal ACh; activation, % at 3 µM; AID 588819; P11229; hit rate 0.088% among 360,000; in the data active means activation above about 19%, passing the limit was not always enough
Target sequence (P11229 whole entry, looked up): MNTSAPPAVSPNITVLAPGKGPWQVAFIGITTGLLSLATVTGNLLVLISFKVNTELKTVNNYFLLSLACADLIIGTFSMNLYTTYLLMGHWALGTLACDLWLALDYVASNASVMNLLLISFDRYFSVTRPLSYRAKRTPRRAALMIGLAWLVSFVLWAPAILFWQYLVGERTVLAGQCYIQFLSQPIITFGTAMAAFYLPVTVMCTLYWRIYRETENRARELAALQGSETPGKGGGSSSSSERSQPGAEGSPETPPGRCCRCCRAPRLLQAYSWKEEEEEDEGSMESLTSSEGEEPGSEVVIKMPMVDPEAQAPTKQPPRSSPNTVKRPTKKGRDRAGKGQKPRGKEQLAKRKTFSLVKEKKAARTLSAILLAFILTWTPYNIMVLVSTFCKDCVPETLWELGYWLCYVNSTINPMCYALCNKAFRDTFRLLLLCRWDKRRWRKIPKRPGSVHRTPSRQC
M4 PAM = CHRM4 positive allosteric modulation; activation, % at 3 µM; P08173; hit rate 0.4% among 360,000; CHO-K1 hM4/Gqi5, Fluo-8 calcium fluorescence, ACh EC20; 0% = ACh EC20, 100% = maximal ACh;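 active means activation above its plate's cutoff, the mean activation of sample wells plus 3 SD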; further: some results filed as inactive read as strong as hits
CHRM4 agonist = agonists of human muscarinic M4 receptor (CHRM4); CHO-K1 hM4/Gqi5, Fluo-8 calcium fluorescence; vehicle 0%, full acetylcholine response 100%; P08173; activation, % at 3 µM; hit rate 0.14% among 360,000;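 active means activation above the run mean over all test wells plus 3 SD, cut at about 32% in these data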;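 further: peak over basal fluorescence ratio per well then scaled between controls; 0% = DMSO wells and 100% = acetylcholine at EC100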
M5 ag = agonists of human muscarinic M5 receptor (CHRM5); CHO-K1 hM5 cells, Fluo-8 calcium fluorescence; 0% DMSO wells, 100% maximal acetylcholine response; activation, % at 3 µM; hit rate 0.19% among 360,000;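 active means activation above the run's mean over test compounds plus 3 SD, cut at about 23% in these data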;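 further: signal is peak over basal fluorescence ratio across the kinetic read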
CRFBP-R2 block = antagonists of CRF-binding protein/CRF-R2 receptor complex; HEK293 CRF-R2/CRF-BP, CRF-induced calcium fluorescence; inhibition, % at 11.8 µM; hit rate 0.59% among 350,000; AID 588475;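 active means inhibition of the ligand-induced calcium signal above about 50% at the single tested concentration, limit read from the data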
CHRM5 antagonist = antagonists of human muscarinic M5 receptor (CHRM5); hit rate 0.59% among 360,000; inhibition, % at 3 µM; CHO-hM5 cells, Fluo-8 calcium fluorescence, ACh EC80; P08912; AID 624040;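 active means inhibition above a per-plate cutoff, the mean of that plate's test compounds plus 3 SD, cut at about 27% in these data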;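 further: 0% = acetylcholine EC80 with DMSO and 100% = DMSO without agonist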
CRFBP-R2 agonist = agonists of human CRF-binding protein/CRF-R2 receptor complex | HEK293 CRF-R2/CRF-BP, calcium dye fluorescence (FLIPR); percent of saturating CRF peptide response | activation, % at 13.2 µM | hit rate 0.46% among 350,000;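 active means activation of at least 50%, plus an integration ratio under a set limit after plate pattern correction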;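 further: plate controls were neutral control wells without compound for no effect and CRF at EC100 for full effect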
M5 PAM = positive allosteric modulators of human muscarinic M5 receptor | P08912 | CHO-K1 hM5, Fluo-8 calcium, ACh EC20 PAM; 0% = ACh EC20, 100% = ACh EC100 | activation, % at 3 µM | hit rate 0.3% among 360,000;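 active means activation above the run cutoff, the mean activation of all test compounds plus 3 SD, cut at about 18% in these data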
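Probe or stimulus: acetylcholine, EC20 level; Assay system: human M5 receptor in CHO-K1 cells; Schedule: compound preincubation 140 s before EC20 acetylcholine addition; Technique: intracellular calcium via Fluo-8 fluorescence; Dosing: single-point, 3 µM nominal; Read-out basis: percent activation from peak-over-basal fluorescence ratio, scaled EC20-to-EC100 acetylcholine; Repeats: one well per compound, no replicates.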
Active calls of the source: *; nt = no result given. Outcome played no part in choosing rows; 2.6% or so of the library scored in one or more.

CHRM4 antagonist	M1 PAM	M4 PAM	CHRM4 agonist	M5 ag	CRFBP-R2 block	CHRM5 antagonist	CRFBP-R2 agonist	structure	M5 PAM
-3	-2	3	1	3	-2	4	1.0	COC(=O)Nc1ccc(S(=O)(=O)Nc2ccc(O)cc2)cc1	0
9	13	-3	-2	-1	0	9	0.0	C/C(CC(=O)Nc1cccc(Cl)c1Cl)=N\NC(=O)C(=O)N1CCCC1	-3
-6	4	0	0	-1	-12	-4	-0.7	O=S(=O)(NCc1ccccn1)c1ccc(Br)s1	1
8	9	0	0	-4	-22	20	5.7	CCn1c(=O)c(C(=O)NCc2ccccc2Cl)c(O)c2ccccc21	-9
3	6	9	1	-1	-15	-3	-0.2	COC(=O)c1cnn2c(C(F)(F)F)cc(-c3ccc(F)cc3)nc12	4
5	-1	4	0	0	6	1	1.9	Cc1cccc(/C(N)=N/OC(=O)COc2ccc(Cl)c(C)c2)c1	-5
-4	1	4	1	-5	46	2	0.7	CN1CCN(C(=O)Cn2c(C(F)(F)F)nc3ccccc32)CC1	1
3	6	1	1	-2	3	13	-0.4	CC(C)(C)c1cc(CCC(=O)NCc2ccccn2)cc(C(C)(C)C)c1O	0
-6	-1	7	6	4	42	-10	24	CCOC(=O)c1sc(NC(=O)c2cccc(S(=O)(=O)N3CCc4ccccc43)c2)c(C#N)c1C	4
-9	9	-3	4	5	4	-5	-1.6	CCOc1ccc(CCNC(=O)c2cccc(C#N)c2)cc1OCC	8
-8	-2	1	1	1	-2	0	-0.3	CC(Sc1nnc(CN2CCCC2)n1Cc1ccccc1)C(=O)Nc1ccccc1 (stereo not given)	2
-3	14	16	-1	2	11	-3	-1.2	COC(=O)c1nc(-n2nc(C)cc2C)ccc1Cl	1
3	12	2	3	0	-10	4	2.2	COc1ccc(C2C(C#N)=C(N)Oc3cc(N)ccc32)cc1 (stereo not given)	2
-2	6	4	1	0	12	-3	1.8	CC(=O)Cn1ncc(N2CCOCC2)cc1=O	1
2	5	-1	2	4	12	6	0.3	O=C(COC(=O)COc1ccc(Cl)cc1Cl)NC1CCS(=O)(=O)C1 (stereo not given)	-2
-10	2	8	1	-4	-3	3	-0.7	Cn1ncc2c(Nc3ccc4ccccc4c3)ncnc21	1
3	-5	3	1	0	-12	8	-0.8	COCCCNC(=O)c1ccc(N(C)S(=O)(=O)c2ccc(OC)cc2)cc1	-1
-2	3	0	1	4	-6	-2	-1.6	O=c1c(CN2CCN(Cc3ccccc3F)C(CCO)C2)coc2ccccc12 (stereo not given)	-4
3	4	1	1	-2	14	8	5.4	COc1ccc(C2C(C(=O)c3ccco3)=C(O)C(=O)N2c2nnc(C)s2)cc1 (stereo not given)	3
-4	-5	-3	11	1	13	3	-2.4	COc1cccc(/C=N/Nc2ncnc3scc(-c4ccccc4)c23)c1OC	-4
0	3	3	0	-2	18	0	-0.3	COc1ccccc1NC(=O)Nc1cnccn1	4
3	1	-2	2	-4	28	4	0.1	CCOC(=O)c1ccc(N/C(=N\S(=O)(=O)c2ccc(F)cc2F)c2ccccc2)cc1	-1
0	-3	2	0	3	0	7	-1.3	O=C(NCCCN1CCOCC1)c1cccc(S(=O)(=O)NCc2ccccc2)c1	-2
-2	-6	0	0	1	-3	9	2.0	COc1ccc2c(c1OC)C(=O)N1C2SC(C)(C)[C@H]1C(=O)NC1CCCC1 (stereo not given in full)	-3
5	4	-3	1	-1	-20	4	3.3	COC(=O)CCC(NC(=O)OCc1ccccc1)C(=O)NC(CC(C)C)C(=O)OC (stereo not given)	-2

Going on with the list.
CHRM4 antagonist	M1 PAM	M4 PAM	CHRM4 agonist	M5 ag	CRFBP-R2 block	CHRM5 antagonist	CRFBP-R2 agonist	structure	M5 PAM
3	4	0	1	-1	5	-4	1.6	COc1ccccc1CCN=C(N)NS(=O)(=O)c1ccccc1	-4
1	7	-4	2	-4	2	-3	-0.2	COCCNS(=O)(=O)c1cc(-c2nn(C)c(=O)c3ccccc23)ccc1C	-7
3	-5	-9	11	2	-33	-3	2.9	CCOC(=O)c1c(CSCc2ccccc2)oc2ccc(O)c(CN(C)C)c12	9
1	11	-3	2	-2	2	2	0.1	CCN(C(=O)COc1ncnc2sccc12)c1ccccc1	7
5	-8	-10	2	-2	7	-1	0.3	COc1cc(C2C3=C(CCCC3=O)Nc3c2c(C)nn3-c2cccc(C)c2)cc(OC)c1O (stereo not given)	3
-4	0	1	0	0	-5	12	1.0	Cc1ccccc1Oc1nc(-c2ccccn2)nc2ccccc12	-8
1	-7	6	1	-2	-7	6	0.0	COc1ccccc1OCC(=O)Nc1ccc(S(=O)(=O)Nc2cc(C)on2)cc1	3
-18	5	7	2	-1	-28	-15	-2.7	Cc1ccc2c(CC(=O)OC(C)C(=O)Nc3ncc(Cl)cc3Cl)coc2c1 (stereo not given)	-2
3	9	5	0	-4	-11	-4	-6.7	CCn1c(=O)c(C(=O)NNS(=O)(=O)c2ccc(Br)cc2)c(O)c2ccccc21	3
3	-1	-2	-3	-2	-11	-8	2.5	C=C(C)C1Cc2c(C)nn(-c3cccc4ccccc34)c2C1 (stereo not given)	4
-3	1	1	-2	0	-59	-11	2.5	CC(C)CCn1c(-c2nonc2N)nc2ccccc21	6
8	5	0	1	-2	10	0	3.7	CCCN(C(=O)c1ccccc1N)c1c(C)n(C)n(-c2ccccc2)c1=O	-1
-8	14	23*	-2	4	0	0	-1.0	CC(C)n1nc(C(=O)NNC(=O)c2ccncc2)c2ccccc2c1=O	1
4	5	8	0	-3	8	11	-2.5	Cc1cccc(NC(=S)NN2CCOCC2)c1C	0
0	14	15	0	-1	24	11	-4.4	CC1(C)CC(=O)C(C2C3=C(CC(C)(C)CC3=O)Oc3ccccc32)C(=O)C1 (stereo not given)	-2
-7	5	3	2	-6	19	12	-5.7	O=C(NCc1ccccn1)c1cc(-c2ccc(Cl)cc2)oc1C(F)(F)F	-5
16	8	-1	0	-4	-9	13	1.5	CC(C)C(NC(=O)C1CCC(C(C)(C)C)CC1)C(=O)NCCCN1CCCCC1 (stereo not given)	-9
4	9	3	1	-4	1	1	4.6	CN1CCN(c2ccc(NC(=O)c3ccccc3)cc2)CC1	4
-1	5	2	0	-12	-11	-10	0.7	CC1(C)CC(=O)C(C=NCc2ccc3c(c2)OCO3)=C(O)C1	-6
0	6	4	0	0	5	6	-0.5	C=CCNC(=S)N1CCC2CC1c1c(Cl)cccc12 (stereo not given)	2
-5	10	4	0	2	-8	1	0.3	CCCn1c(N)c(C(=O)CN(C)CC(=O)Nc2cc(C)ccc2C)c(=O)[nH]c1=O	0
5	6	2	2	1	-10	3	1.9	O=C(COc1ccc(Cl)cc1)N(Cc1ccco1)C1CCS(=O)(=O)C1 (stereo not given)	-1
1	-1	-1	1	0	8	-1	0.9	CC12CN3CC(C)(CN(C1)C3c1ccc(Br)cc1O)C2 (stereo not given)	-2
4	-3	0	2	3	18	5	-2.0	CCC(C(=O)NC1CCCC1)N(Cc1ccco1)C(=O)Cn1nnc(-c2ccc(C)cc2)n1 (stereo not given)	-2
-9	3	0	-2	-10	-12	0	-0.2	Nc1ccc(N2CCCCC2)c(S(=O)(=O)Nc2ccccc2Cl)c1	2

Random excerpt: 6 entries already listed
CHRM4 antagonist	M1 PAM	M4 PAM	CHRM4 agonist	M5 ag	CRFBP-R2 block	CHRM5 antagonist	CRFBP-R2 agonist	structure	M5 PAM
-5	10	4	0	2	-8	1	0.3	CCCn1c(N)c(C(=O)CN(C)CC(=O)Nc2cc(C)ccc2C)c(=O)[nH]c1=O	0
-4	0	1	0	0	-5	12	1.0	Cc1ccccc1Oc1nc(-c2ccccn2)nc2ccccc12	-8
0	6	4	0	0	5	6	-0.5	C=CCNC(=S)N1CCC2CC1c1c(Cl)cccc12 (stereo not given)	2
-8	14	23*	-2	4	0	0	-1.0	CC(C)n1nc(C(=O)NNC(=O)c2ccncc2)c2ccccc2c1=O	1
16	8	-1	0	-4	-9	13	1.5	CC(C)C(NC(=O)C1CCC(C(C)(C)C)CC1)C(=O)NCCCN1CCCCC1 (stereo not given)	-9
3	-5	-9	11	2	-33	-3	2.9	CCOC(=O)c1c(CSCc2ccccc2)oc2ccc(O)c(CN(C)C)c12	9

Additional results.
CHRM4 antagonist	M1 PAM	M4 PAM	CHRM4 agonist	M5 ag	CRFBP-R2 block	CHRM5 antagonist	CRFBP-R2 agonist	structure	M5 PAM
1	7	-3	-1	-3	2	-2	-1.7	CCN(CC)c1ccc(/C=N/n2c(C)cc(C)cc2=O)cc1	2
0	5	-4	4	-1	1	12	0.0	CN(C(=O)c1cc2c(=O)n3ccccc3nc2s1)C1CCCCC1	-6
2	6	6	1	-2	-7	2	-1.2	COCCCNC(=O)c1ccc([N+](=O)[O-])c(Cl)c1	-3
-5	-8	-4	19	3	-2	5	-6.2	CCOc1ccccc1N1CCN(CC(=O)Nc2ccccc2C(=O)NC2CC2)CC1	-21
3	6	13	1	2	-13	-3	0.9	CCN(CC(=O)Nc1ccc(N2CCOCC2)cc1)C(=O)c1ccc(C(F)(F)F)cc1	1
12	-3	-4	0	-2	22	4	-0.3	Cc1nc(Cl)c(S(N)(=O)=O)c(C)c1Cl	0
2	11	-4	-1	-1	60*	5	-1.9	COc1ccc([N+](=O)[O-])cc1N(CC(=O)NCCCOC(C)C)S(C)(=O)=O	0
-1	2	3	0	0	0	0	-0.6	COc1cc(/C=C(\C#N)c2ccccn2)ccc1OCC(=O)Nc1cccc(C(F)(F)F)c1	2
-13	7	2	2	-6	-7	-1	0.6	CCn1cc(C(=O)N2CC(C)CC(C)C2)c(=O)c2cc(S(=O)(=O)N3CCCC3)ccc21 (stereo not given)	1
8	2	0	4	-2	-2	11	-2.0	Cc1nn(-c2ccccc2)nc1C(=O)OCC(=O)N1CCCCC1C (stereo not given)	-12
-3	15	14	1	-3	4	-4	-0.7	O=C(/C=C/c1ccc(F)cc1)NCCNC(=O)/C=C/c1ccc(F)cc1	11
9	11	16	0	2	9	-1	0.9	O=C(Nc1cccc2c1C(=O)NC2=O)c1ccccc1[N+](=O)[O-]	11
-4	1	0	1	1	2	-3	-1.8	CC(=O)NC(CC(=O)OCC(=O)c1cc(C)ccc1C)c1ccccc1 (stereo not given)	2
5	nt	4	2	5	nt	2	nt	O=C1Cc2ccccc2C(=O)N1	-12
-6	6	3	-1	-4	-4	-4	3.1	CC(Oc1ccc(Br)cc1Br)C(=O)Nc1cccnc1Cl (stereo not given)	4
4	1	0	6	2	2	1	0.6	Cc1ccc(NC(=O)CN(C)C(=O)COC(=O)c2nccnc2N)cc1	-4
-2	8	10	2	1	-5	-7	0.6	O=C(COC(=O)c1ccc(C(F)(F)F)cc1)Nc1cccc(S(=O)(=O)N2CCCCC2)c1	9
-2	12	-4	7	0	4	14	-1.0	CC(=O)Nc1cccc(NC(=O)COc2ccc3c(c2)OCO3)c1	-6
-9	5	6	2	3	-2	6	1.2	CCN1C(=O)c2cccc3c(S(=O)(=O)N4CCC(C)CC4)ccc1c23	-10
-5	7	5	1	7	-8	-9	-0.6	CCOC(=O)c1c(NC(=S)N2CCOCC2)sc2c1CCN(C(=O)OCC)C2	15
0	10	5	1	-3	-12	-1	0.6	COCCCn1cn[nH]c1=S	1
-6	4	3	1	3	-6	0	1.0	CCCCCC(=O)Nc1cccc(C2=NOC3(C2)C[C@H](C(N)=O)N(C(=O)CC)C3)c1 (stereo not given in full)	0

From PubChem BioAssay
